Rab2A wt mod = changes GTP binding to wildtype dog Rab2A, up or down; GST-Rab2 wt beads, Bodipy-GTP binding, flow cytometry; P61105; GTP binding activity, % at 10 µM; 190,000 compounds, 0.19% hits;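 active = GTP binding activity at least 20 points away from 100%, either lowered or raised; inconclusive = signal likely due to the compound's own green fluorescence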;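 also: 0% = beads with excess unlabeled GTP and 100% = no-compound control corrected for plate trend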
Cdc42 wt GTP = changes GTP binding to wildtype human Cdc42; P60953; GST-Cdc42 beads, Bodipy-GTP binding, flow cytometry; actives lie on both sides; percent activity (GTP binding), % at 10 µM; 190,000 compounds, 0.2% hits; AID 761;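 active = percent activity GTP binding at least 20 points away from the 100% baseline, either down as inhibitor or up as activator; inconclusive = compound flagged as likely green fluorescent from well-wide comparison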;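 also: median bead fluorescence of bound Bodipy-FL-GTP at 100 nM; 0% = excess unlabeled GTP control and 100% = no compound control; below 100% means less GTP binding so inhibitor and above means activator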
Target sequence (P60953 whole entry, looked up): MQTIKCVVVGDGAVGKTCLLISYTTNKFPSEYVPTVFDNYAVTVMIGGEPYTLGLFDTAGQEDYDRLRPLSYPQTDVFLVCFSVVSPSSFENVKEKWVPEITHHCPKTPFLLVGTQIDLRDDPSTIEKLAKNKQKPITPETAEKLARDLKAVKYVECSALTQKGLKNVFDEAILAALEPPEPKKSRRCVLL
HRas wt GTP = changes GTP binding to wildtype human HRas | P01112 | GST-Ras wt beads, Bodipy-FL-GTP binding, flow cytometry; actives lie on both sides | GTP binding activity, % at 10 µM | 190,000 compounds, 0.14% hits | AID 759;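 active = GTP binding activity at least 20% away from the 100% baseline, either lowered as inhibitor or raised as activator; inconclusive = flagged as likely green fluorescent, judged across all proteins in the well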;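 also: 0% = unlabeled GTP competition control and 100% = no-compound control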
Target sequence (P01112 whole entry, looked up): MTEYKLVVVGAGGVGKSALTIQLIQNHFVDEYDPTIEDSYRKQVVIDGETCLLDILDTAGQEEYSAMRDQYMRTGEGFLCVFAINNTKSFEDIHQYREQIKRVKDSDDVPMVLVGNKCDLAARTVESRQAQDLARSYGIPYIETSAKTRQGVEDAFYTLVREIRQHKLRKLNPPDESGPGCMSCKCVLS
Mcl1 Noxa PPI = Mcl-1/Noxa interaction inhibition. Q07820. TR-FRET Mcl-1/Noxa peptide binding, 2 h. inhibition, % at 21.7 µM. 220,000 compounds, 1.5% hits. AID 1022;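 active = compounds that cut the protein-peptide binding signal by more than 50% relative to plate controls in a single-dose test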;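 also: His-tagged Mcl-1 with rhodamine Noxa BH3 peptide and terbium anti-His antibody; 0% = Mcl-1 plus Noxa peptide wells and 100% = peptide-only wells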
Pf gamet viab = kills late stage P. falciparum gametocytes; AID 743093; inhibition, % at 10.9 µM; P. falciparum stage V gametocytes, ATP luminescence, 24 h; 150,000 compounds, 0.065% hits;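 active = inhibition above the mean plus 3 SD of compounds within the control limits, set per campaign, cut at about 38% in these data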;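 also: 0% = DMSO wells and 100% = medium only without gametocytes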
Bim-Mcl-1 = disrupts Bim peptide binding to human Mcl-1; Q07820; Bead-based flow cytometry, Bim peptide-Mcl-1 binding; inhibition, % at 10 µM; 190,000 compounds, 0.1% hits; AID 1009; in the data active = inhibition above about 40%;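 also: 0% = no compound tracer wells and 100% = peptide blocker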
Rac1 wt modul = modulators of human Rac1 wildtype GTP binding; P63000; GST-Rac1 beads, fluorescent GTP binding, flow cytometry; actives lie on both sides; 0 = cold GTP competed, 100 = untreated; GTP binding activity (% of control), % at 10 µM; 190,000 compounds, 0.27% hits; AID 757;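 active = GTP binding activity at least 20 points away from the 100% control level, either lower or higher; inconclusive = compound flagged as likely green fluorescent, judged across all proteins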
Rac1 act GTP bind = modulators of GTP binding to human Rac1 activated mutant; P63000; GST-Rac1 activated beads, fluorescent GTP binding, flow cytometry; actives lie on both sides; 100% means binding = to untreated wells; percent activity (GTP binding), % at 10 µM; 190,000 compounds, 0.11% hits; AID 764;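 active = GTP binding at least 20 percentage points away from the 100% baseline, in either direction, so actives lie on both sides; inconclusive = Compound likely fluorescent itself, or too few beads counted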
Mcl1-Bid inh = disrupts binding of human Mcl-1 to Bid peptide. Q07820. TR-FRET Mcl-1/Bid-Dy647 peptide binding, 1536-well. inhibition, % at 21.7 µM. 220,000 compounds, 0.97% hits;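 active = compounds that cut the binding signal by more than half at the single screening dose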;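 also: His-tagged Mcl-1 with europium anti-His antibody binding Bid BH3 peptide; 0% = Mcl-1 plus peptide wells and 100% = peptide-only wells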
RGS8-Gao reg = modulates binding of RGS8 to human Galphao; P09471; multiplexed bead flow cytometry; actives lie on both sides; response (percent of control binding), % at 10 µM; 220,000 compounds, 0.34% hits; in the data active = response below about 60% or above about 140%; inactive = in between;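 also: Galphao activated as the GDP aluminium fluoride complex binding bead-coupled RGS8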
Target sequence (P09471 whole entry, looked up): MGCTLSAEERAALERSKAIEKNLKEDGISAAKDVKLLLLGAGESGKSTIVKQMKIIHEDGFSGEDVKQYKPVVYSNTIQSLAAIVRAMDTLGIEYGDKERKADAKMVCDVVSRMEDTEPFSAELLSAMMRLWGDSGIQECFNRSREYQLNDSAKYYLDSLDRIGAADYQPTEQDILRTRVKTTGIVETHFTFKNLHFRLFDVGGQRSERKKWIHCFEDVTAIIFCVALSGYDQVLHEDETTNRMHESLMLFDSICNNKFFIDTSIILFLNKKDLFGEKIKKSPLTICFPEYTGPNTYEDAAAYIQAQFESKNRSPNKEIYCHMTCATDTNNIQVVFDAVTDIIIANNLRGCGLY
Rab7 wt GTP bind = alters GTP binding to wildtype dog Rab7. GST-Rab7 beads, fluorescent GTP binding, flow cytometry; actives lie on both sides; untreated = 100%, excess cold GTP = 0%. GTP binding activity (percent of control), % at 10 µM. 190,000 compounds, 0.055% hits;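 active = fluorescent GTP binding to Rab7 beads changed by at least 20 points from the 100% baseline, either direction, mostly lower; inconclusive = compound itself probably fluorescent, or too few beads counted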;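 also: median green fluorescence of bound Bodipy-FL-GTP per Rab7 bead population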
* marks the source's active call; other numbers are inactive results; u = inconclusive; x = not tested or not shown; & = joins results of further samples.

Under each structure – Rab7 wt GTP bind	RGS8-Gao reg	Pf gamet viab	Cdc42 wt GTP	Mcl1-Bid inh	Mcl1 Noxa PPI	Bim-Mcl-1	Rac1 act GTP bind	Rac1 wt modul	HRas wt GTP	Rab2A wt mod
Cc1ccc(S(=O)(=O)NC2=NCN(C3CCCCC3)CN2)cc1
    101	101	x	100	-9	-11	2	97	105	98	99
Cc1cc(N2C(=O)C(=O)/C(=C(/O)c3ccc(F)cc3)C2c2ccc(F)cc2)no1 (stereo unspecified)
    99	102	-5	98	-17	23	0	97	96	98	98
Cc1ccc2c(c1)C(C)CC(C)(C)N2C(=O)NC1CCCCC1 (stereo unspecified)
    98	102	25	105	-23	4	-1	104	106	102	99
Cc1ccc(NC(=O)CN(C)C(=O)CSc2nc3ccccc3c(=O)n2Cc2ccco2)cc1
    104	93	-4	105	-12	6	-3	101	104	103	103
C/C(=N\NC(=O)C(N)=O)c1ccc(OC(F)F)cc1
    95	98	5	100	-17	-10	5	99	100	99	95
CSCCC(Nc1ccc(S(=O)(=O)N2CCOCC2)cc1[N+](=O)[O-])C(=O)OCC(=O)NCC(C)C (stereo unspecified)
    99	101	-3	101	-41	29	-3	102	108	101	100
CN(NS(=O)(=O)c1ccc(Br)cc1)c1nc(C(F)(F)F)nc2ccccc12
    92	95	-3	90	10	7	5	92	92	90	93
CCOC(=O)CC(=O)Nc1ccc(Br)cc1C(=O)O
    102	102	-5	101	0	18	-1	98	103	101	99
CN(C)S(=O)(=O)c1cccc(C(=O)NC2CCCc3ccccc32)c1 (stereo unspecified)
    101	102	9	101	-14	-8	1	99	103	101	99
O=C1c2ccccc2C(=O)N1CCCCSc1nnc2c(Cl)cc(Cl)cn12
    101	97	1	101	5	-5	0	99	104	102	100
CC(C)(C)C(=O)Nc1c2c(nc3c1CCC3)CCCC2
    102	100	7	108	-18	-8	3	101	107	104	102
COc1ccccc1C(=O)Nc1ccc(Oc2ncnc3sc(-c4ccccc4)cc23)cc1
    105	102	13	101	6	-6	-1	98	106	103	102
O=C1CN(S(=O)(=O)c2ccc(F)cc2)CC(=O)N1CCc1ccccc1
    95	104	x	98	-18	1	3	95	99	97	96
Cc1ccc(NC2CC(=O)N(c3ccc(C)cc3)C2=O)cc1 (stereo unspecified)
    97	99	15	99	-51	9	2	96	98	98	96
CCOCc1c(C(=O)OCC(=O)Nc2ccc(C)c(S(=O)(=O)N(C)C)c2)oc2ccccc12
    102	102	0	98	2	12	-7	99	103	103	99
CCOCCCNS(=O)(=O)c1ccc2c(c1)OCCO2
    100	101	5	101	2	25	-3	98	100	99	98
CCn1c2ccccc2c2cc([N+](=O)[O-])ccc21
    106	99	-7	95	-14	5	-3	94	97	100	97
O=C(CC1(O)C(=O)N(Cc2ccc3c(c2)OCO3)c2ccccc21)c1ccccc1 (stereo unspecified)
    96	102	x	98	16	18	-9	97	94	99	101
O=C(O)C1CCCN1C(=O)Oc1ccccc1 (stereo unspecified)
    102	105	9	102	11	18	-1	99	104	102	101
Nc1ccc2nc(-c3cccs3)[nH]c2c1
    100	104	x	94	-35	19	-12	94	93	95	92
CCOC(=O)c1c(-c2cccs2)csc1NC(=O)CC(C)C
    97	104	x	101	8	7	0	98	106	99	98
CCC(=O)c1cn(CC(=O)O)c2ccccc12
    96	102	5	99	-19	0	0	99	103	96	95
COc1cc2nc(N3CCNCC3)nc(N)c2cc1OC
    99	100	-13	105	1	7	-1	100	104	101	100
Cc1ccc(C(=O)Nc2oc(-c3ccccc3)cc2C#N)cc1
    u	100	-16	u	-15	-8	-2	u	u	u	u
COc1ccccc1Cc1noc(-c2cc(Cl)ccc2OC)n1
    102	102	-5	100	-18	2	-1	96	103	101	101
COc1cc(SC)ccc1C(=O)OC(C)C(=O)NC1CCCC1 (stereo unspecified)
    105	105	12	100	-10	-4	-1	97	98	100	100
CCOC(=O)c1cccc(NC(=O)CN2CCN(c3ccc(OC)cc3)CC2)c1
    98	103	0	95	-33	2	-1	95	93	97	96
O=c1n(S(=O)(=O)c2cccc3cccnc23)c2ccccc2n1S(=O)(=O)c1cccc2cccnc12
    97	100	x	95	91*	10	-6	99	102	100	100
COc1ccc(C2NCCc3cc(OC)c(OC)cc32)cc1OC (stereo unspecified)
    91	101	x	98	-15	14	-6	93	100	98	94
O=C(NCC1(N2CCCCC2)CCCCC1)C1CC(=O)N(c2ccc3c(c2)OCCO3)C1 (stereo unspecified)
    104	105	11	98	-26	32	-3	96	100	100	99
Cn1c(CNC(=O)c2ccccc2F)nnc1SCc1nc2ccccc2c(=O)[nH]1
    105	102	16	96	-22	12	0	97	100	100	99
COc1ccc(C(=O)Nc2nncs2)c(OC)c1
    94	97	x	98	-21	24	0	98	96	95	94
Cc1cc(NC(=O)COn2nnc3ccccc32)no1
    99	99	-1	102	4	1	-1	100	104	100	103
Cc1cc(OCC(=O)NC(C)C)cc(C)c1Br
    98	98	13	101	6	-18	-3	101	105	100	101
CC1(c2ccc(OC(F)F)cc2)NC(=O)N(CC(=O)Nc2ccc3c(c2)OCO3)C1=O (stereo unspecified)
    99	99	x	98	-18	5	-1	95	95	97	97
CCCCCc1nc2sc3c(c2c(=O)n1N)CCC3
    98	97	x	98	-13	-20	0	93	100	98	99
CCc1ccccc1N(C(=O)Cn1nnc2ccccc21)C(C(=O)NCCOC)c1ccco1 (stereo unspecified)
    104	97	x	104	-27	3	0	99	104	103	101
Cc1ccc(Cl)cc1NC(=O)COC(=O)C12CC3CC(CC(C3)C1)C2
    101&101	95&102	11&19	101&100	33&0	37&0	-2&0	97&99	101&105	102&101	100&102
Cc1cc(C(=O)CN2C(=O)CCC2=O)c(C)n1Cc1ccccc1
    98	88	x	101	-18	1	-2	98	100	100	100
Cn1nnnc1SCC(=O)NNC(=O)c1ccc(F)cc1
    96	100	13	98	-26	-6	-4	98	98	96	95
CCc1cc(C(=O)N2CCCC(CNC(=O)c3ccc(-c4ccccc4)cc3)C2)no1 (stereo unspecified)
    95	99	27	95	7	10	-4	94	97	96	95
Cc1ccc(NC(=O)/C=C\C(=O)NCC(=O)O)cc1
    99	95	0	99	-7	-3	0	96	101	99	94
CCCc1[nH]n(-c2nc3ccccc3s2)c(=O)c1C=NCC1CCCO1 (stereo unspecified)
    102	107	-20	102	-11	-4	1	97	105	102	100
CCC(SC1=NCCS1)C(=O)Nc1nnc(-c2ccccc2OC)s1 (stereo unspecified)
    92	95	x	98	-7	0	-4	97	99	95	95
CCOC(=O)c1c(N2CCCCC2)c2ccccc2[nH]c1=O
    107	96	x	105	-31	-3	-1	100	107	106	106
CCN(CC)c1ccc(C=Nc2cc(C)ccc2C)c(O)c1
    101	101	-27	101	-57	16	-3	98	103	102	99
CCOc1cccc(=O)c2c(C)n(Cc3ccco3)c(C)c12
    95	89	8	93	-18	46	-6	95	96	95	95
O=C(c1nc2ccccn2c1CN1CCCC(c2nc3ccccc3o2)C1)N1CCCC1 (stereo unspecified)
    94	113	x	97	-29	14	-1	96	97	94	97
Cc1cc(C)cc(Oc2ccccc2CO)c1
    101	102	x	93	-33	4	2	96	100	101	102
COCCNc1ccc([N+](=O)[O-])cc1C(=O)Nc1cccc(C)n1
    107	101	6	101	-14	-3	2	97	100	97	102
CCC(CC)NC(=O)c1cccc(Br)c1
    95	100	3	94	-16	9	-1	95	98	95	95
C#CCSc1nnc(-c2sc(-c3ccccc3)nc2C)n1C
    103	100	24	101	-26	16	-2	98	106	100	101
CC(C)OC(=O)Cn1nnc2c(cnn2-c2ccccc2)c1=O
    98	104	x	101	-6	0	x	99	103	99	97
O=C(C1=C[C@@H](c2ccc(Br)cc2)C[C@@H](OCc2ccc(CO)cc2)O1)N1CCOCC1
    98	99	x	98	-6	3	-1	97	99	97	97
Cc1onc(-c2ccccc2Cl)c1C(=O)Nc1nc2ccc(S(C)(=O)=O)cc2s1
    97	95	17	101	-20	17	-4	97	102	100	94
CCCCC(CC)COC1(c2ccccc2)OC(=O)c2ccccc21 (stereo unspecified)
    97	107	15	97	-16	14	-2	97	101	98	99
CCCC1C(c2ccco2)NC(c2ccco2)CC1(C)O (stereo unspecified)
    94	101	x	102	2	9	-3	96	100	100	95
CSC1=NCCN1C(=O)c1ccc2c(c1)OCO2
    98	101	x	102	-24	9	-5	102	106	100	103
CCn1c(O)c(C=C2N=c3ccccc3=N2)sc1=S
    113	95	x	100	10	40	-2	102	105	103	103
Cc1ccc2nc3ccc(N4CCN(C)CC4)nn3c(=O)c2c1
    99	97	x	102	-6	8	-2	100	101	99	100

The list goes on.
Under each structure – Rab7 wt GTP bind	RGS8-Gao reg	Pf gamet viab	Cdc42 wt GTP	Mcl1-Bid inh	Mcl1 Noxa PPI	Bim-Mcl-1	Rac1 act GTP bind	Rac1 wt modul	HRas wt GTP	Rab2A wt mod
CC(=O)Nc1ccc(S(=O)(=O)NCCc2ccccn2)cc1
    u	109	-21	u	2	4	-4	u	u	u	u
O=C1CCCC2=C1C(c1ccc(Br)cc1)c1c([nH]c(=S)[nH]c1=O)N2 (stereo unspecified)
    101	92	10	98	-7	53*	-4	93	97	98	96
O=C(O)C1Cc2[nH]cnc2C(c2ccccc2O)N1 (stereo unspecified)
    98	100	x	101	-59	-12	-3	100	99	100	98
O=C(c1ccc2ccccc2n1)N1CCN(c2ccccc2)CC1
    104	102	11	105	-37	-2	0	100	106	103	102
C=CCOc1ccc(/C=N/n2cncn2)cc1OC
    103	102	x	101	-24	-4	1	100	100	100	101
S=c1nc2ccccc2c2nc(-c3ccccc3)[nH]n12
    u	106	x	u	-12	17	5	u	u	u	u
C=C(C)C1CC=C(C)/C(=N/NC(=S)Nc2ccccc2)C1 (stereo unspecified)
    99	102	x	99	-59	-41	-2	100	99	99	98
CNC(=O)c1sc2nc(-c3ccc(OC)cc3)cn2c1C
    95	102	x	98	-42	15	1	100	97	98	94
Cc1cc(C)nc(N(C#N)Cc2ccccc2)n1
    94	98	x	101	-12	1	-2	101	100	100	98
Cc1ccc(NCc2nnc(SCc3ccc(C#N)cc3)n2Cc2ccco2)c(C)c1
    102	91	x	100	-50	3	0	101	104	103	101
Cc1cc(Oc2ccc(C#N)cc2)nc(N2CCOCC2)n1
    98	55*	29	95	-4	8	-2	92	94	95	95
Cc1cc(NS(=O)(=O)c2ccc(Nc3nc(-c4sc(NC(=O)c5ccccc5)nc4C)cs3)cc2)no1
    97	99	x	97	-27	117*	1	94	94	95	92
